# HePTP inhibitor – human HePTP phosphatase inhibition; P35236; recombinant HePTP phosphatase activity, OD absorbance; inhibition, % at 20 µM; 0.64% of 110,000 active; AID 521; in the data active = inhibition above about 50%;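 note: plate controls were vehicle for no effect and reference inhibitor for full effect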
# Target sequence (P35236 whole entry, looked up): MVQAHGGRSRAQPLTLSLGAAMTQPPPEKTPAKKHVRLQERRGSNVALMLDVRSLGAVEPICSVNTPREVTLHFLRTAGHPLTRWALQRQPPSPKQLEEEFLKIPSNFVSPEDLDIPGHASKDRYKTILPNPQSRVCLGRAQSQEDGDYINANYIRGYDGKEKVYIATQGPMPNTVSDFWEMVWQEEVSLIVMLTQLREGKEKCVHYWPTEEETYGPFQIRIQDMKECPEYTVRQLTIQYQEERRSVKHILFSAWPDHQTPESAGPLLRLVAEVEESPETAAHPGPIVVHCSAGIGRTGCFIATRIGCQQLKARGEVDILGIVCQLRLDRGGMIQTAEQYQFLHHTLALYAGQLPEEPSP
# BAP1 block – blocks human BAP1 ubiquitin-AMC hydrolysis; recombinant BAP1, Ub-AMC hydrolysis fluorescence kinetic; stronger effect = lower value; 0.48% of 72,000 active; activity remaining (% of control), % at 20 µM;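 active = activity remaining at or below 50% of control, provided the compound also passes the data quality filters; inactive = the rest, including low values that fail the filters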;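 note: 100% = DMSO wells rate and 0% = substrate alone blank rate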
# Target sequence (Q92560 whole entry, looked up): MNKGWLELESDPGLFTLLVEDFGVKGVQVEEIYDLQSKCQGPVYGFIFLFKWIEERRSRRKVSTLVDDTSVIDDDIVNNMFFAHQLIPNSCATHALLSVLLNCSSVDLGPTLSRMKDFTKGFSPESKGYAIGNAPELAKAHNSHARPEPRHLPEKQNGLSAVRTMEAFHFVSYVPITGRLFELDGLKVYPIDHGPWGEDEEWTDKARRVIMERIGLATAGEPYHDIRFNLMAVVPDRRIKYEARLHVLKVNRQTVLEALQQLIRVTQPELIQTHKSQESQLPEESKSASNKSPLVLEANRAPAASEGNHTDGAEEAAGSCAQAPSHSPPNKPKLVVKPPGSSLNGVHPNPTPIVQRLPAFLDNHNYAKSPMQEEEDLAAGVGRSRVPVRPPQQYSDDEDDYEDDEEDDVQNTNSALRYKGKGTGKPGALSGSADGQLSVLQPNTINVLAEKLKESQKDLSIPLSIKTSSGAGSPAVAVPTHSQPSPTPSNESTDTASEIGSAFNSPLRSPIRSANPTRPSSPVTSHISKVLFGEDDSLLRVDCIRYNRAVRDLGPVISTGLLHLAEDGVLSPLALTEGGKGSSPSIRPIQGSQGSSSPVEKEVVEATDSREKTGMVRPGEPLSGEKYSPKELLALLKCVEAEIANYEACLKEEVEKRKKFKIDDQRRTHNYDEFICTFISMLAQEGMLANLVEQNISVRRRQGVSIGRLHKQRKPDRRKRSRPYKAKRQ
# Starred values were filed as active, the others as inactive; / = not tested or not shown; & = joins results of further samples. No enrichment for hits. About 0.95% of those tested had a hit in this group.
# Screens in order: HePTP inhibitor, BAP1 block
COc1ccc(N2C(=O)CSC2c2ccc(C)cc2)cc1 (stereo not given)
  -24, /
Cc1ccc(S(=O)(=O)NCC(=O)N(CC(=O)NC2CCCCC2)Cc2ccco2)cc1
  6, 102
COc1ccccc1NC(=O)CSc1nnc(C)n1Cc1ccccc1
  9, 98
CC(=O)Nc1nc(-c2ccccc2)nc(C)c1C(C)=O
  -5&6, 91
COC(=O)C(NC(C)=O)(Nc1ccc(Br)cc1)C(=O)OC
  -2, 146
COc1cc(OC)cc(C(=O)Nc2c[nH]c(=O)[nH]c2=O)c1
  12, /
NCCc1cnc[nH]1
  /, 90
Cc1cc(OCC(=O)Nc2ccc(Nc3ccccc3)cc2)ccc1Br
  -10, /
CCCCc1nnc(NC(=O)Cc2ccccc2)s1
  -3, 76
CCOc1ccc2nc(SCc3ccc(OC)cc3)sc2c1
  -4, /
CCOC(=O)NC(=O)CSc1nnc(C)s1
  3, 118
CCOC(=O)C(CC)Sc1n[nH]c(=O)[nH]c1=O (stereo not given)
  0, /
Cc1ccc(-c2noc(-c3ccc([N+](=O)[O-])cc3)n2)cc1
  1, /
CCCN1c2cccc3cccc(c23)S1(=O)=O
  -5, /
O=C(O/N=C(/c1ccncc1)c1ccc([N+](=O)[O-])cc1)c1ccc(Cl)cc1Cl
  2, /
O=C(CSc1nnc(Cc2cccs2)n1Cc1ccco1)Nc1ccc(Br)cc1
  3, 73
CCOC(=O)c1ccc(-c2ccc(/C=c3\sc4nc5ccccc5n4c3=O)o2)cc1
  0, /
Cc1ccc(C)c(SCC(=O)OCC(=O)Nc2ccc(S(=O)(=O)N3CCOCC3)cc2)c1
  5, /
CCC(C)(C)NC(=O)C(c1ccccc1F)N(Cc1ccco1)C(=O)c1csnn1 (stereo not given)
  7, 92
COC(=O)C1=C(CSc2nnnn2C)NC(=O)NC1c1cc(C)ccc1C (stereo not given)
  4, 61
CC(C)(C)c1ccc(CSc2nc3ccccc3c(=O)[nH]2)cc1
  69*, /
Cc1ccc(N2C3=[N+](CCCCC3)CC2(O)c2cccc([N+](=O)[O-])c2)cc1 (stereo not given)
  5, /
Cn1nnnc1SCCNS(=O)(=O)c1ccccc1
  12&-14, 112
N#Cc1c(N)oc(-c2ccccc2)c1-c1ccccc1
  5, /
CC(=O)c1ccc(NC(=O)c2noc3c2CCCCC3)cc1
  -1, 101
CCOC(=O)C(NC(=O)CC)(Nc1ccc(S(=O)(=O)Nc2ncccn2)cc1)C(F)(F)F (stereo not given)
  -3, 98
O=C(Oc1ccc(Oc2ccccc2)cc1)c1ccc(Br)o1
  -9, /
COc1cccc(N(CC(=O)N2CCCC2)S(=O)(=O)c2ccccc2)c1
  7, /
CCN(CC)c1ccc(NC(=O)CN2CCN(CC(=O)Nc3ccc(F)cc3)CC2)cc1
  6, 99
COc1ccc(C(=O)NC2CC3CCCC(C2)N3CC(C)C)cc1OC (stereo not given)
  2, 93
O=C(Nc1ccccc1)Nc1nnc(COc2ccc(Cl)cc2)s1
  1, /
Cc1csc(-c2cnn(-c3ccccc3)c2NC(=O)c2ccccc2)n1
  -3, 105
NC1=NC(=O)/C(=C\c2ccc(-c3ccccc3Cl)o2)S1
  12, /
CCOC(=O)c1c(N)sc(C(=O)N2CCOCC2)c1C
  -4, 85
CCn1c(SCC(=O)Nc2ccccc2C(=O)OC)nnc1-c1ccc(N)cc1
  7, 131
CCn1c(C)c(C(C)=O)c(N2CCC(C(N)=O)CC2)nc1=S
  -1, 127
Cc1ccc(OCCNc2cc(N3CCCC3)ccc2[N+](=O)[O-])cc1C
  -18, /
Cc1ccc(/C=C/C(=O)Nc2cccc(Br)c2)o1
  -19, /
O=C(c1cccs1)N1CCN(S(=O)(=O)c2ccc(Cl)cc2)CC1
  0, /
O=C(CSc1ncc(-c2ccc(F)cc2)n1Cc1ccco1)Nc1ccc2c(c1)OCO2
  8, 70
c1ccc(Nc2ncnc3c2cnn3-c2ccccc2)cc1
  /, 112
COc1ccc(OC)c(/C=N/NC(=O)C(=O)N2CCCCCC2)c1
  2, /
CCOC(=O)c1c(C)[nH]c(C(=O)OCC(=O)N2CCN(S(=O)(=O)c3ccccc3)CC2)c1C
  0, 101
CCOC(=O)C1=C(C)N=c2s/c(=C\c3cccnc3)c(=O)n2C1c1ccc(OC)cc1 (stereo not given)
  -6, /
COCCCn1c(=NC(=O)c2ccc3c(c2)OCO3)c(C#N)cc2c(=O)n3cccc(C)c3nc21
  8, 53
Cn1c(=O)[nH]c(=O)c2c1nc(N1CCCCC1)n2CCSc1nc2ccccc2o1
  -3, 102
O=C(CSc1nc2ccccc2c(=O)n1CC1CCCO1)NCC1CCCO1 (stereo not given)
  1, 71
CC(C)n1c(N2CCN(CC(=O)NCc3cccs3)CC2)nc2ccccc21
  5, 88
Clc1cccc2sc(N3CCCCC3)nc12
  5, 99
Nc1c(C(=O)NCc2ccccc2)nnn1Cc1ccccc1
  -1, 91
O=c1c2cc(N3CCOCC3)ccc2[nH]c(=S)n1CCCN1CCN(c2ccccc2F)CC1
  12, 94
Cc1ccc(C(C(=O)NC(C)(C)C)N(CC2CCCO2)C(=O)Cn2nnc(-c3ccc(C)o3)n2)cc1 (stereo not given)
  4, 92
Cc1cn[nH]c1
  /, 90
O=C(NCCO)c1ccc2nc3c4ccccc4c4ccccc4c3nc2c1
  11, /
COc1ccc(Br)cc1C(=O)Nc1cccc(NC(=O)c2ccccc2C)c1
  6, /
O=C(Oc1ccc2c(c1)oc(=O)c1ccccc12)c1ccccc1Cl
  11, /
C=CCc1c(C)c(C#N)c2nc3ccccc3n2c1NCCN(C)C
  2, 96
Cc1cc(=O)oc2cc(OC(=O)CCCOc3ccc(Cl)cc3Cl)ccc12
  8, /
CCOC(=O)C1=C(C)NC2=C(C(=O)CCC2)C1c1cccs1 (stereo not given)
  -7, /
Cc1cccnc1N(C(=O)c1ccccc1F)C(=O)c1ccccc1F
  -9, /

# (listing goes on)
# Screens in order: HePTP inhibitor, BAP1 block
Cc1noc(C)c1COC(=O)CCC(=O)c1ccc(F)cc1
  13, 111
COc1ccc(C)cc1S(=O)(=O)Nc1cccc(SC)c1
  -5, 112
O=C(/C=C/c1cccs1)NCc1ccc2c(c1)OCO2
  -1, /
COc1cccc(C2C(C(=O)c3cccs3)=C(O)C(=O)N2CCCn2ccnc2)c1OC (stereo not given)
  6, 90
CCC1(CC)Nc2ccccc2C(=O)N1c1ccc(NC(C)=O)cc1
  0, /
Cc1ccc(NC(=O)c2cc(C)on2)cc1
  0, 100
CCOc1ccc(Nc2ncnc3c2cnn3-c2ccccc2)cc1
  4&6, 86
O=C(Nc1ccc(F)c(F)c1)c1cnccn1
  -8, /
CSc1ccc(-c2nnn(Cc3ccc(C)cc3)n2)cc1
  6, /
Cc1ccc(NC(=O)c2ccccc2Br)cc1
  -3, /
COc1ccc(C)cc1NC(=O)COc1ccc(C)cc1Br
  6, /
O=S(=O)(Nc1ccc2c(c1)OCCO2)c1ccc2c(c1)OCCO2
  /, 75
Nc1c(C(=O)c2ccc(Cl)cc2)sc2nc(-c3ccccc3)ccc12
  0, /
CCS(=O)(=O)NCC(c1cccnc1)N1CCN(c2ccc(F)cc2)CC1 (stereo not given)
  3, 91
Cc1cc(C(=O)N2CCOCC2)n(-c2ccccc2)n1
  -7, 92
O=C(c1ccc(-c2ccccc2)cc1)N1N=C(c2ccccc2)CC1(O)C(F)(F)F (stereo not given)
  6, /
COc1ccc(C(=O)Cn2cnc3c(C#N)c4n(c3c2=O)CCCCC4)cc1
  9, /
CC(C)c1ccc(C=Nc2ccc3[nH]c(=O)[nH]c3c2)cc1
  -9, /
c1csc(-c2nn3c(C4CCCCC4)nnc3s2)c1
  4, 93
N#CC1=C(N)OC2=C(C(=O)CCC2)C12CCN(C(=O)OCc1ccccc1)CC2
  0, 94

# Single records, as listed above.
# O=C(/C=C/c1cccs1)NCc1ccc2c(c1)OCO2 is listed with HePTP inhibitor = -1; BAP1 block = /
# COc1cccc(C2C(C(=O)c3cccs3)=C(O)C(=O)N2CCCn2ccnc2)c1OC (stereo not given) is listed with HePTP inhibitor = 6; BAP1 block = 90

# Going on with the list:
mol | HePTP inhibitor | BAP1 block
CC(=O)N1CCN(C2=Nc3cccc4cccc2c34)CC1 | -4 | 95
O=C1/C(=C\c2cc3c(cc2[N+](=O)[O-])OCO3)SC(=S)N1c1ccccc1 | -3 | /
CCCc1cc(C(N)=O)c(NC(=O)C2CCCO2)s1 (stereo not given) | -4 | /
O=C(O)CCCCCN1C(=O)C(O)=C(C(=O)/C=C/c2ccccc2)C1c1cccc([N+](=O)[O-])c1 (stereo not given) | 5 | /
Cc1ccc(C(C)C)c(Oc2nnnn2-c2ccccc2)c1 | -12 | 90
COc1cccc(-n2sc3c(c2=S)-c2ccccc2NC3(C)C)c1 | -7 | /
CCCC(=O)n1nc(C)c2c1CC(C)(C)CC2=O | 1 | /
COc1ccc(OC)c(S(=O)(=O)N2c3cc(F)ccc3CCC2C)c1 (stereo not given) | 5 | 119
O=C(N/N=C/c1ccc[nH]1)c1cccc(Cl)c1 | -2 | /
CC(=O)O/N=C(/c1ccc([N+](=O)[O-])cc1)N1CCOCC1 | -6 | /
O=C(NCc1ccccn1)c1c(O)c2c([nH]c1=O)CCCC2 | 4 | 105
COc1ccc(N(CC(=O)Nc2c(C)n(C)n(-c3ccccc3)c2=O)S(=O)(=O)c2ccccc2)c(OC)c1 | 0 | /
COc1cccc(C2/C(=C(\O)c3ccc(C)cc3)C(=O)C(=O)N2CCCC(=O)O)c1 (stereo not given) | -4 | /
CC(C)CCNC(=O)CCNS(=O)(=O)c1ccc(Cl)cc1 | 12 | 98
O=C(NC1CCCCC1)c1ccc(S(=O)(=O)N2CCOCC2)cc1 | 10 | 104
N#Cc1c(-c2cc(Br)cs2)c2c(=O)[nH]c(=O)[nH]c2[nH]c1=O | -2 | /
Cn1c(SCC(=O)NCc2ccco2)nc2ccccc21 | 2 | /
O=C(Nc1ccc(NC(=O)C2CC2)nc1)c1ccco1 | 9 | 104
Cc1cc(C)n(C(=O)CNC(=O)c2cccs2)n1 | 1 | 117
Cc1c(Cl)cccc1NC(=O)CC(C(=O)O)C1CCCO1 (stereo not given) | 1 | 100
O=[N+]([O-])c1ccccc1C=NN1CCN(c2ccc(Cl)cc2)CC1 | -2 | /
CCOC(=O)c1c(N)sc(=S)c2c1CCC2 | 20 | 79
Cc1ccc(N2C(=O)CSC2c2ccc([N+](=O)[O-])cc2)cc1 (stereo not given) | -4 | /
Cc1ccccc1N1C(=O)c2cccc3c(N(C)CCO)ccc(c23)C1=O | 8&8 | 66
CCOc1ccc2[nH]c(=O)c(CN(Cc3nnnn3CCc3ccccc3)CC3CCCO3)cc2c1 (stereo not given) | -13 | /
COc1ccc(N/C(=N\c2nc(C)cc(C)n2)NC(=O)C(C)C)cc1OC | 5 | 177
CC1CCN(S(=O)(=O)c2ccc(Br)s2)CC1 | 12 | /
CC(=O)OC(C(=O)NCc1ccc2c(c1)OCO2)c1ccccc1Cl (stereo not given) | -4 | 101
CCCN(CCC)CCNC(=O)c1cc2c(=O)n(C)c3ccccc3c2n1C | 14 | 101
O=C(NN1CCOCC1)c1ccccc1Cl | -21 | /
CC1CN(C(=O)Cn2cnc3c2c(=O)n(C)c(=O)n3C)CC(C)O1 (stereo not given) | 5 | 94
COCCn1c(CN2CCN(c3ccc(OC)cc3)CC2)nc2c1c(=O)n(C)c(=O)n2C | 6 | 105
N#Cc1c(NC(=O)CCC(=O)O)sc2c1CCCC2 | 5 | 63
Cc1ccc(S(=O)(=O)N2CCOCC2)cc1C(=O)Nc1c(C)n(C)n(-c2ccccc2)c1=O | -1 | 114
COc1ccc(C2CC(=O)C3=C(C2)Nc2ccccc2NC3c2ccccc2C(F)(F)F)cc1OC (stereo not given) | 6 | /
COc1ccc(CNC(=O)CSc2nnnn2Cc2ccccc2)cc1 | -1 | 98
COc1ccc(OC)c(Nc2nc(-c3cccs3)cs2)c1 | 6 | 90
O=C(O)CCC(=O)N1CCN(c2nc3ccccc3s2)CC1 | 0 | 123
CCCCOc1ccc(CN(C)c2ncnc(N)n2)cc1 | 6 | 108
NC(=O)C1CCN(C(=O)COc2ccc(Br)cc2)CC1 | 4 | /
O=C(CSc1nc2ccccc2[nH]1)Nc1ccc(F)cc1 | 6 | 96
CC1=C(C(=O)OCC2CCCO2)C(c2ccccc2Br)NC(=O)N1 (stereo not given) | 6 | /
C=CCn1c(SCc2nc3c(c(=O)[nH]c(=O)n3CCCC)n2CCC)nnc1-c1ccccc1 | -1 | 112
COc1ccc(/C=C2/SC(=S)N(/N=C/c3cc([N+](=O)[O-])ccc3O)C2=O)c(OC)c1 | 4 | /

# Filtered by structure: the compounds so far with two or more sulfur atoms
mol | HePTP inhibitor | BAP1 block
CCOc1ccc2nc(SCc3ccc(OC)cc3)sc2c1 | -4 | /
CCOC(=O)NC(=O)CSc1nnc(C)s1 | 3 | 118
O=C(CSc1nnc(Cc2cccs2)n1Cc1ccco1)Nc1ccc(Br)cc1 | 3 | 73
Cc1ccc(C)c(SCC(=O)OCC(=O)Nc2ccc(S(=O)(=O)N3CCOCC3)cc2)c1 | 5 | /
Cn1nnnc1SCCNS(=O)(=O)c1ccccc1 | 12&-14 | 112
O=C(c1cccs1)N1CCN(S(=O)(=O)c2ccc(Cl)cc2)CC1 | 0 | /
COc1ccc(C)cc1S(=O)(=O)Nc1cccc(SC)c1 | -5 | 112
c1csc(-c2nn3c(C4CCCCC4)nnc3s2)c1 | 4 | 93
O=C1/C(=C\c2cc3c(cc2[N+](=O)[O-])OCO3)SC(=S)N1c1ccccc1 | -3 | /
COc1cccc(-n2sc3c(c2=S)-c2ccccc2NC3(C)C)c1 | -7 | /
CCOC(=O)c1c(N)sc(=S)c2c1CCC2 | 20 | 79
CC1CCN(S(=O)(=O)c2ccc(Br)s2)CC1 | 12 | /
COc1ccc(OC)c(Nc2nc(-c3cccs3)cs2)c1 | 6 | 90
COc1ccc(/C=C2/SC(=S)N(/N=C/c3cc([N+](=O)[O-])ccc3O)C2=O)c(OC)c1 | 4 | /
